Granule exo inh: lytic granule exocytosis inhibition; TALL-104 LAMP-1 surface exposure, flow cytometry; cells stimulated with thapsigargin and PMA; inhibition, % at 10 µM; 360,000 compounds, 0.66% hits; AID 651702;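 active means inhibition above about 55%, limit read from the data; inconclusive means no clear call, values can overlap the other calls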
Peg3 promoter: Peg3 promoter activity inhibition; 360,000 compounds, 1.7% hits; AID 588405; HeLa PEG-Prom luciferase reporter, luminescence, overnight; inhibition, % at 20 µM;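 active means inhibition of at least 50% at 20 µM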
iPSC survival up: enhancers of human iPSC single-cell survival | survival enhancement, % at 20 µM | 360,000 compounds, 0.044% hits | AID 602274 | hiPSC single-cell survival, ATPlite luminescence; 100% = ROCK inhibitor wells, 0% = DMSO; in the data active means survival enhancement above about 18%;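 further: cells exposed to compounds for 16 hours before the ATP read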
NR2E3 ag-1: agonists of human nuclear receptor NR2E3. inhibition of corepressor binding, % at 4.78 µM. AID 2300. 320,000 compounds, 0.12% hits. Q9Y5X4. GST-NR2E3/biotin-RetCOR TR-FRET, 1536-well;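 active means percent inhibition above the cutoff of mean plus 3 SD of all tested compounds, set per screening campaign, cut at about 20% in these data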;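 further: 0% = DMSO wells and 100% = biotin wells as full block of FRET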
Target sequence (Q9Y5X4 whole entry, looked up): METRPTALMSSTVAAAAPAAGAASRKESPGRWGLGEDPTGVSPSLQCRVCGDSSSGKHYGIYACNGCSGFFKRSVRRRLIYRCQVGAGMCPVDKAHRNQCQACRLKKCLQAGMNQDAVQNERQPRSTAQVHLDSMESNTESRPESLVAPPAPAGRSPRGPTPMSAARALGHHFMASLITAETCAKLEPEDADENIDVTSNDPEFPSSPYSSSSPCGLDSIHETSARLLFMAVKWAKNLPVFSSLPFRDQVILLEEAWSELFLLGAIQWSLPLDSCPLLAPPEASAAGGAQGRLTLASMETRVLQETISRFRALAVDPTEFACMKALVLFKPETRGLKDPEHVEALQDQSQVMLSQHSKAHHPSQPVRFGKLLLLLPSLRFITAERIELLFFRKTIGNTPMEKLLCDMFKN
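Material – GST-tagged NR2E3 plus biotinylated RetCOR corepressor · Quantity – NR2E3 fusion 1.35 nM · Times – 5 h incubation at 4 °C · Medium – pH 7.5 Tris-based buffer · Technique – TR-FRET, Eu(K)-anti-GST donor, streptavidin-D2 acceptor, ex 340, em 617/671 nm · Benchmarks – high control biotin, low control 0.6% DMSO · Format – 1536-well plates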
aDG glyco up: increases alpha dystroglycan glycosylation; Pro5-aDG cells, alpha-DG glycosylation AlphaScreen (IIH6); 0% Pro5, 100% B10-LARGE cell signal; activation, % at 10 µM; 360,000 compounds, 0.22% hits;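 active means activation of at least 8% versus controls, or a plate z-score of at least 8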;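 further: Pro5 are CHO cells carrying HIG-tagged alpha-DG that lacks glycosylation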
NR2E3 ag-2: human photoreceptor-specific nuclear receptor agonism. AID 602229. CHO-S Gal4-NCOR/VP16-NR2E3 two-hybrid, luciferase. Q9Y5X4. inhibition of corepressor binding, % at 3.98 µM. 360,000 compounds, 0.35% hits;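 active means inhibition above the mean of all tested compounds plus 3 SD, cut at about 70% in these data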;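 further: 0% = DMSO with NR2E3 transfected cells and 100% = cells lacking NR2E3 construct; higher means lower luciferase signal from less NR2E3 corepressor binding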
Vif inh: inhibitors of HIV Vif; HEK293T cells, Vif self-association by quenched fluorescence, imaging, 24 h; inhibition, % at 7.49 µM; 340,000 compounds, 0.35% hits; in the data active means inhibition above about 50%, passing the limit was not always enough; inconclusive means no clear call, values can overlap the other calls; inactive means below about 31%; further: some results filed as inactive read as strong as hits
PDI inh: PDI (human) enzyme inhibition; PDI insulin aggregation turbidity, A650, 90 min; P07237; AID 588391; 350,000 compounds, 0.052% hits; inhibition, % at 10 µM;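 active means mean inhibition across replicates of 30% or more, whatever share of single replicates reach that level; inconclusive means mean inhibition below 30% while every single replicate reaches 30%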;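 further: absorbance from insulin aggregation driven by PDI reduction with DTT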
Target sequence (P07237 whole entry, looked up): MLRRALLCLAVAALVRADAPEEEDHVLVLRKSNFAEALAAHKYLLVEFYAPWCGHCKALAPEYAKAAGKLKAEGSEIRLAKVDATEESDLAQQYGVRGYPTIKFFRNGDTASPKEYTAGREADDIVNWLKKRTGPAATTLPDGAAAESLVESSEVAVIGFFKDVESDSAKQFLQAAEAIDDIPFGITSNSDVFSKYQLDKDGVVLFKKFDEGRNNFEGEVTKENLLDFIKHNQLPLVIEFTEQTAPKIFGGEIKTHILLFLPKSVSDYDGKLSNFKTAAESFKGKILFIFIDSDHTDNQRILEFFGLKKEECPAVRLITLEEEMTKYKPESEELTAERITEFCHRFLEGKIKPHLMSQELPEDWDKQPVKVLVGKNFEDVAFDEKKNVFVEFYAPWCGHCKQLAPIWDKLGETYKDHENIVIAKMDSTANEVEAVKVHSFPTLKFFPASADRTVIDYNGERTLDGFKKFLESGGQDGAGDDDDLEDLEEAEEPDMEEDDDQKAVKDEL
CaV13 FRET inh: Disruptors of the CACNA1D IQ motif to Ca2+-dependent inactivation inhibitor domain association, primary screening, Förster resonance energy transfer in intact living …. HEK cells, CFP/YFP FRET ICDI-IQ, plate reader, 10 min; percent FRET-ratio fall versus neutral wells. inhibition, % at 12.3 µM. 340,000 compounds, 0.098% hits;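 active means mean replicate inhibition of at least 30% and at least 1% of replicates passing that level; inconclusive means only one of the two criteria is met; inactive means neither criterion is met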;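 further: 0% = median of the neutral control wells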
TRPM1 prom inh: inhibitors of MITF-driven TRPM1 promoter in melanoma cells; AID 488899; inhibition, % at 12.5 µM; 330,000 compounds, 0.83% hits; SK-MEL-5 TRPM1 promoter luciferase, 24 h;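 active means mean inhibition across replicates of 60% or more, whatever share of single replicates reaches that level; inconclusive means some that reach 60%, reason not given; inactive means mean inhibition across replicates below 60%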; further: values of inactives mirror those of a sister screen read the other way
HIF-2a block: HIF-2a inhibition | 786-0 RCC cells HIF-2a reporter, luciferase luminescence, overnight | inhibition, % at 18.8 µM | 360,000 compounds, 0.72% hits | AID 624352;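 active means inhibition of the luminescence signal of 40% or more relative to plate controls, in a single-dose primary screen at 18.75 µM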
* marks the source's active call; other numbers are inactive results; u = inconclusive; x = no result given.

SMILES	Granule exo inh	Peg3 promoter	iPSC survival up	NR2E3 ag-1	aDG glyco up	NR2E3 ag-2	Vif inh	PDI inh	CaV13 FRET inh	TRPM1 prom inh	HIF-2a block
S=c1[nH]c(-c2ccccc2)cn1/N=C/c1cccc2ccccc12	2	-30	-2.3	1	-0.3	2	-3	-3	-5	7	-106
Nc1ncnc2c1ncn2[C@@H]1O[C@H](CNS(=O)(=O)c2ccc(-c3ccno3)s2)[C@@H](O)[C@H]1O	-1	-9	-1.4	x	1.9	-56	x	-7	-4	-4	3
Cc1ccc(C(=O)N2CCN(C(=O)c3ccccc3)C2c2ccc(N(C)C)cc2)cc1 (stereo unspecified)	14	-1	-2.3	2	0.1	5	-2	-4	-18	4	20
CCN(CC)CCNc1cc(C)nc2c1C(=O)C(=O)C=C2N1CCCCC1	1	74*	-0.7	-9	0.7	-9	-1	0	5	53	-9
O=C(c1cccs1)N1CCN(c2cc(Cl)ccc2Cl)CC1	-1	-9	-0.6	1	0.0	-6	5	6	-20	5	1
COc1ccccc1N1CCN(CC(=O)c2c(C)[nH]c3ccccc23)CC1	1	-7	2.4	3	0.2	-37	4	14	-10	19	17
CCC(C(=O)Nc1ccsc1C(=O)OC)c1ccccc1 (stereo unspecified)	0	26	-0.3	-1	0.1	-12	-2	4	-5	-5	3
C=CCSc1nc2sc3c(c2c(=O)[nH]1)CC(C)(CC)OC3 (stereo unspecified)	-17	-19	-0.8	1	0.2	8	6	-7	-5	-9	-6
COc1cc(CN2CCN(Cc3c[nH]c4ccccc34)CC2CCO)cc(OC)c1 (stereo unspecified)	15	5	1.7	x	-0.1	-14	u	-67	-3	4	16
C[C@@H]1CNC(=O)c2c(C(=O)N[C@H](C)c3ccccc3)ncn21	1	-4	-0.2	x	0.0	-8	-3	6	-4	x	0
O=S(=O)(NCCN1CCOCC1)c1ccc(Cl)c(Cl)c1	u	-18	0.1	-1	0.3	22	6	4	-18	-4	10
Cc1cc(OC(C)C(=O)N2CCN(c3ccc(F)cc3)CC2)c2c(C)cc(=O)oc2c1 (stereo unspecified)	0	31	-0.6	-1	0.1	-16	-4	-12	-3	17	12
CC1CCN(S(=O)(=O)c2ccc3c(c2)N(C)C(=O)CC(=O)N3C)CC1	0	-4	2.7	1	-0.1	10	2	x	-4	-2	17
CC1CCCCN1C(=O)Cn1c(=O)oc2cc(S(=O)(=O)N3CCCCC3)ccc21 (stereo unspecified)	5	9	-0.4	0	-0.2	21	-7	8	-2	5	-1
CCOc1cc(/C=N/NC(=O)c2ccncc2)cc(Br)c1O	-2	8	0.8	x	-0.1	-22	1	-2	-12	x	17
C#CCOCCOCCOCCNc1nc(N2CCN(C(=O)[C@H]([C@@H](C)O)n3cc(CCCCN)nn3)CC2)nc(N2CCN(C(=O)[C@H]([C@@H](C)CC)n3cc(CCCN=C(N)N)nn3)CC2)n1	30	-7	9.2	-4	0.1	2	-3	1	-6	0	-1
CC1(C)C(=O)OC(c2cccs2)C(C)(C)C1=O (stereo unspecified)	-2	8	-0.4	2	-0.1	-2	29	14	-7	4	16
CCn1c2ccccc2c2cc(NC(=O)CSc3nnc(-c4ccc(OC)c(OC)c4)n3N)ccc21	1	19	1.0	-2	0.3	12	8	1	-5	11	7
CCn1c(=N)c(C(=O)NC)cc2c(=O)n3cccc(C)c3nc21	0	25	-0.9	x	0.5	-36	-1	-3	x	7	22
CC1CN(S(=O)(=O)c2cccc(C(=O)N(Cc3nnc(-c4ccccc4Cl)o3)C3CC3)c2)CC(C)O1 (stereo unspecified)	-11	-15	0.0	2	0.6	6	0	2	-4	-5	-7
CCOC1=C2CN(S(=O)(=O)c3ccc(C)cc3)[C@H](c3ccc(CC)cc3)C[C@@H]2N(S(=O)(=O)c2ccc(C)cc2)[C@H](c2ccccc2)C1	-3	-8	-0.7	x	2.0	-4	15	x	-5	x	-9
CC(Cc1ccccc1)C(=O)NCc1nc2ccccc2s1 (stereo unspecified)	1	-39	4.6	0	0.3	18	0	4	-3	4	-71
COc1ccc(-c2csc(-n3ncc(-c4ccccn4)c3N)n2)cc1	2	4	1.5	3	0.0	-59	9	-5	-3	13	12
Cc1ccnc(SCc2cc(=O)c(OC(=O)c3ccc(S(=O)(=O)N4CCCC4)cc3)co2)n1	-2	6	5.4	-5	-0.2	-36	0	4	-15	2	17
O=S(=O)(c1ccc(SCc2ccc(Br)cc2)nc1)N1CCCCC1	9	14	0.8	x	-0.1	-5	9	-3	-6	6	11
CCN1CCN(CCNC(=O)CS(=O)(=O)Cc2nc(-c3ccc(C)cc3)oc2C)CC1	-5	-3	-2.2	1	0.0	3	-7	x	-5	-1	5
O=c1c([N+](=O)[O-])c(N2CCCCC2)c2ccccc2n1-c1ccccc1	0	16	1.9	5	-0.3	-7	-1	4	x	-2	19
COc1ccc(C2CC(c3c(O)cc(C)oc3=O)=NCCS2)c(OC)c1 (stereo unspecified)	15	-198	-4.8	0	-1.0	-110	u	-11	x	40	-215
CCN(CC)C(=O)c1sc(NC(=O)c2ccc3c(c2)OCO3)c(C(N)=O)c1C	0	-177	0.1	0	-0.3	-66	-6	-2	-7	-61	-176
Cc1ccccc1NC(=O)C(C)O/N=C/c1cccc([N+](=O)[O-])c1 (stereo unspecified)	6	-36	1.6	2	0.0	5	-5	-23	-3	8	-20
CN1C(=O)N(CC(=O)Nc2ccc(C(F)(F)F)cc2)C(=O)C12CCCCC2	-1	-1	0.3	x	-0.2	0	-4	9	-6	9	6
Fc1ccc(NC(=S)N2CCN(c3ncccn3)CC2)cc1	-8	-2	1.5	3	-0.3	6	-2	-5	-15	-21	7
COc1cc(/C=C(\C#N)c2nc3ccccc3[nH]2)ccc1O	11	-93	-0.6	-9	-0.3	-2	4	-6	-33	-16	-158
CN(C(=O)COC(=O)C1CCN(S(=O)(=O)c2ccc(Cl)cc2)CC1)C1CCS(=O)(=O)C1 (stereo unspecified)	3	3	1.5	x	-0.4	1	9	3	-5	-2	13
O=C(O)C1CCC2CCCC21 (stereo unspecified)	4	1	0.9	x	0.0	-2	5	x	x	x	5
CCOC(=O)C1C(=O)NC(N2CCCCC2)=NC1C(C)C (stereo unspecified)	0	-11	-1.7	-1	0.3	3	9	-3	-7	4	18
Cc1ccccc1OCC(O)CNC1CCCC1 (stereo unspecified)	-4	14	-0.7	6	0.1	-3	-14	9	-5	6	15
Cc1cccc(C)c1NC(=O)COC(=O)C1CC(=O)N(Cc2ccccc2)C1 (stereo unspecified)	0	11	-0.8	2	0.1	11	-2	-2	6	5	8
O=C(C1CCN(S(=O)(=O)c2cccs2)CC1)N1CCCCC1	-2	23	-0.4	-1	0.1	-37	-4	5	-5	14	14
COC(=O)c1c(NC(=O)Cc2cccs2)sc(C(=O)NC2CCCCC2)c1C	-2	-9	-2.0	7	-0.2	-4	2	-1	-10	-9	-32

Of the compounds above, these contain bromine:
SMILES	Granule exo inh	Peg3 promoter	iPSC survival up	NR2E3 ag-1	aDG glyco up	NR2E3 ag-2	Vif inh	PDI inh	CaV13 FRET inh	TRPM1 prom inh	HIF-2a block
CCOc1cc(/C=N/NC(=O)c2ccncc2)cc(Br)c1O	-2	8	0.8	x	-0.1	-22	1	-2	-12	x	17
O=S(=O)(c1ccc(SCc2ccc(Br)cc2)nc1)N1CCCCC1	9	14	0.8	x	-0.1	-5	9	-3	-6	6	11

The list goes on:
SMILES	Granule exo inh	Peg3 promoter	iPSC survival up	NR2E3 ag-1	aDG glyco up	NR2E3 ag-2	Vif inh	PDI inh	CaV13 FRET inh	TRPM1 prom inh	HIF-2a block
Cc1cccc(OCC(=O)Nc2ccncc2)c1	2	-2	-0.3	-1	0.2	5	-8	10	2	4	-6
O=C(CSc1nc2ccccc2[nH]1)N1c2ccccc2Sc2ccccc21	-1	-5	-2.0	-2	0.0	-8	-7	2	-4	-18	-9
COc1cc([N+](=O)[O-])ccc1NC(=O)CCS(=O)(=O)c1ccc2c(c1)n(C)c(=O)c(=O)n2C	-1	5	-0.4	-1	-0.1	-23	-4	-8	-2	-9	11
O=S1(=O)CC(N2CCN(CCO)CC2)CN1C1CCCC1 (stereo unspecified)	0	-9	-0.2	x	-0.2	-18	x	x	x	x	-1
CC(O)(C(=O)c1ccccc1)c1ccccc1 (stereo unspecified)	6	4	-0.9	x	-0.1	24	x	x	-3	x	10
O=C(/C=C/c1cccs1)N1CCOCC1	6	-14	7.4	-5	-0.2	-10	27	-1	-13	-4	-12
Cn1nc(C(=O)N2CCN(S(=O)(=O)c3ccc(Cl)cc3)CC2)c2ccccc2c1=O	3	-1	-0.5	x	0.2	15	4	6	-6	5	6
COc1cccc(OC)c1C(=O)Nc1c(C(=O)N2CCN(c3ccccn3)CC2)oc2ccccc12	7	1	-0.4	-2	0.1	-4	-9	0	-7	-14	-14
O=C(COc1ccc(Br)cc1)N1CCN(c2ccc([N+](=O)[O-])c(N3CCCCC3)c2)CC1	-4	26	-0.7	-3	0.5	-16	-12	-9	-5	3	18
COC(=O)[C@]1(C)N[C@H](CN(C)C(=O)NC(C)C)[C@@H]2C(=O)N(Cc3ccccc3)C(=O)[C@@H]21	-1	-3	-0.6	x	0.1	-38	2	-12	-6	4	3
Cc1ccccc1C(=O)N1CCC1(C)C(=O)NC(C)C (stereo unspecified)	1	3	1.2	x	-0.3	-4	x	-2	-5	x	5
COC(=O)CSc1nnc(-c2ccoc2C)n1-c1ccc(C)cc1	-1	10	2.9	-2	0.0	1	1	-5	-1	1	-17
CC(C)(C)c1cc(NC(=O)CSc2nncs2)n(-c2ccccc2)n1	-8	20	-0.2	-2	0.0	-12	-6	15	-15	-3	13
COC(=O)c1n[nH]n(-c2ccc(F)c(Cl)c2)c1=O	-5	5	1.3	-2	-0.1	-25	42	-2	-4	x	15
COC(=O)c1cn(NC(=O)C2COc3ccccc3O2)c(=O)c2ccccc12 (stereo unspecified)	5	8	-2.2	-3	0.0	7	4	-8	-4	12	16
CCOC(=O)N1CCc2c(sc3c2c(=O)n(Cc2ccccc2)c(=O)n3CC(=O)NCCOC)C1	-3	16	1.0	4	-0.2	-26	7	-2	-5	-1	10
CN(Cc1ccon1)Cc1cn(C)nc1-c1ccc(Oc2ccccc2)cc1	-2	18	-0.6	-4	0.1	-9	2	-1	-2	16	19
CCC(CO)NS(=O)(=O)c1cc(-c2nn(C)c(=O)c3ccccc23)ccc1C (stereo unspecified)	1	17	3.1	0	0.1	-4	15	1	-2	10	12
Cc1oc(-c2ccc(Cl)cc2)nc1CS(=O)CC(=O)NCCCN1CCN(Cc2ccccc2)CC1 (stereo unspecified)	75*	12	-0.3	2	3.8	43	-4	4	-2	23	-2
